Assay outcomes deposited in PubChem by National Center for Advancing Translational Sciences (NCATS).
TCR activator = T cell receptor activation | primary human leukocytes, anti-CD3, IL-2 HTRF, 48 h | Potency, µM (doses to about 9.22 µM), for the others: at the top dose activation of IL-2 secretion, most hits filed as activators | 330,000 tested, under 10 active | AID 504894; further: % of control where 0% means no effect
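Primary human leukocytes receive a-CD3 beads and test compound and are incubated 48 hr. Secreted IL-2 is then assayed by HTRF, measuring 665nm acceptor emission after 320nm excitation of the europium donor.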
Mito fusion act = mitochondrial division inhibition or fusion activation; S. cerevisiae fusion-defective mutant growth rescue, CellTiterGlo 48 h; Potency, µM (highest dose often 46.1 µM), without a hit: at the top dose growth rescue (activation), most hits filed as activators; 320,000 tested, 0.23% active;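 further: potency means the concentration at half of the fitted maximal effect; % of control where 0% means no effect; nearly all actives have a fitted effect of over 45% in size; temperature-sensitive fusion mutants such as fzo1-1 at 37 °C on non-fermentable ethanol glycerol medium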
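Compounds are tested for their ability to restore growth of mitochondrial fusion-defective yeast strains at non-permissive 37C in YPEG medium over 48 hours. Viability is quantified by luciferase luminescence.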
USP2a inh = blocks human ubiquitin-specific protease USP2a; O75604; USP2 core, Ub-CHOP2 coupled fluorogenic reporter, 485/531; Potency, µM (top dose mostly 38.3 µM), inactives show top-dose activity change, negative = inhibition, actives largely listed as inhibitors; 330,000 tested, 0.01% active; AID 463254;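 further: potency means the concentration at half of the fitted maximal effect; plate controls were DMSO wells for no effect and full inhibition by NEM control for full effect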
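USP2 core (10nM final) preincubated 30min RT with compound in 20mM Tris-HCl pH 8.0, 2mM CaCl2, 2mM beta-mercaptoethanol, 0.05% CHAPS; 25nM Ub-CHOP2 plus 25nM reporter substrate added, fluorescence (Ex485/Em531) read after 60min.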
KCNH2 WT inh = blocks the wildtype human KCNH2 potassium channel. Q12809. U2OS, BacMam KCNH2, thallium flux FluxOr; active compounds read low. activity change, % at 1.84 µM. 340,000 tested, 0.37% active;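 active means maximum activity change below -70%; inconclusive means maximum activity change between -70% and -50%; inactive means maximum activity change above -50%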; further: on the % scale 0 is the no-effect control and ±100 the full control effect
Target sequence (Q12809 whole entry, looked up): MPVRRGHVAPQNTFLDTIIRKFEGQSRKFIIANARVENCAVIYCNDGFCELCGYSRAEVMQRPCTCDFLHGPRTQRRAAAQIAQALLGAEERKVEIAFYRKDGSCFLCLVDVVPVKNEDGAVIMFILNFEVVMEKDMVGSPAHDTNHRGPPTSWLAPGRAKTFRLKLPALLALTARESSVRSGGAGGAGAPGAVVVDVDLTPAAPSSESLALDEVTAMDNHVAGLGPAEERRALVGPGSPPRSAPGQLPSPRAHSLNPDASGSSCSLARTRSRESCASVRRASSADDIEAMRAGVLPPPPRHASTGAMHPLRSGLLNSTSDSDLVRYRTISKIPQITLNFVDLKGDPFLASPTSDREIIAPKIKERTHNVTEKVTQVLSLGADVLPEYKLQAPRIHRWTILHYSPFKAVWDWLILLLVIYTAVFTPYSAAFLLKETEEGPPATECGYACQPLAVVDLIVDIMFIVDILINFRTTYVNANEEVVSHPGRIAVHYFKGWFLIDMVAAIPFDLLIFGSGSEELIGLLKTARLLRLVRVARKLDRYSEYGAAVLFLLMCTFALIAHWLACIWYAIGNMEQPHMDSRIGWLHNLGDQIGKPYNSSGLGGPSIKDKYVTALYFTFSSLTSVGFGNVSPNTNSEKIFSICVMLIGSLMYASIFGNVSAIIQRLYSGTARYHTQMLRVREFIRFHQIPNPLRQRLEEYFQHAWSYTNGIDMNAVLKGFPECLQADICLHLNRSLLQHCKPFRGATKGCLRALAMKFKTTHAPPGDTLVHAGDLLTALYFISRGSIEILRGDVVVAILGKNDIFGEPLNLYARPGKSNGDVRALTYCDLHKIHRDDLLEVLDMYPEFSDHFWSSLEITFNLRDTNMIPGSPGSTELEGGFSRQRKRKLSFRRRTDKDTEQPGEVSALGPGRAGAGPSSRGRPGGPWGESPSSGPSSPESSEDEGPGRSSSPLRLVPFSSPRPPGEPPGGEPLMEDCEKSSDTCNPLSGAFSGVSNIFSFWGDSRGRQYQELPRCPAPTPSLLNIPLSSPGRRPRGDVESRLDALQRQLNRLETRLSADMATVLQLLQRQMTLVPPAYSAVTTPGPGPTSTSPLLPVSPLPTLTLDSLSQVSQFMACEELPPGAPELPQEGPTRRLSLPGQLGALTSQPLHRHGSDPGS
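U2OS cells were transduced with wild-type KCNH2 virus (2.03 x 10^8 / mL) for 4 h at room temperature, then cultured overnight at 37 C. Thallium flux was read with FluxOr dye. Rate constants were normalized to DMSO controls.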
TRPV1 agonist = human TRPV1 agonism. Q8NER1. TRPV1-expressing cells, Fluo-8 calcium influx, agonist mode. activation, % at 8.33 µM. 320,000 tested, 0.19% active; in the data active means activation above about 80%; inconclusive means between about 30% and that limit; further: 0% is about no effect
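Fluo-8 calcium influx in TRPV1-expressing cells, kinetic read (ex 480/em 520 nm). Compound added and read 3 min for agonist activity, followed by capsaicin at EC20 final and 2 min further read for enhancement.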
A-T KAP1 phos = candidate therapy for ataxia-telangiectasia | […] A-T fibroblasts, KAP-1 phosphorylation AlphaLISA; neocarzinostatin DNA damage 30 min before lysis | Potency, µM (series often up to 57.5 µM), without a hit: at the top dose activation, hits mostly activators | 320,000 tested, 0.19% active | AID 485349; further: potency means the concentration at half of the fitted maximal effect; % of control where 0% means no effect; nearly all actives have a fitted effect of over 45% in size
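hTERT-immortalized A-T patient fibroblasts ([…]), 500 cells/well in OPTI-MEM, 1% FBS, got compounds for 60 min, then NCS for 30 min at 37C. Lysates were then assayed for phospho-KAP-1 by AlphaLISA (anti-pKAP1 donor, anti-KAP1 acceptor beads), 6 hr at 25C.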
TSHR antag = human thyrotropin receptor antagonism. P16473. TSHR-expressing cells, TSH-stimulated cAMP HTRF, 2 h; active compounds read low. activity change, negative = inhibition, % at 11.5 µM. 330,000 tested, 0.2% active. AID 504810;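 active means activity change below a set negative limit, meaning inhibition stronger than a set level, cut at about -70% in these data; inconclusive means activity change between two set negative limits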; further: on the % scale 0 is the no-effect control and ±100 the full control effect
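Cell-based HTRF cAMP assay; TSHR cells + compound, TSH EC80 (4nM final), 2 h, 37 deg C. Lysis with anti-cAMP cryptate and cAMP-d2, 30 min RT, read 665/620 nm.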
KCNH2 3.1 block = blocks the human KCNH2 3.1 channel isoform; 340,000 tested, 0.95% active; activity change, % (tested at about 1.8 µM); U2OS KCNH2 3.1, thallium flux FluxOr; active compounds read low; AID 720553;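 active means maximum activity change below -70%; inconclusive means maximum activity change from -70% to -50%; inactive means maximum activity change above -50%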;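 further: thallium influx rate constant from kinetic fluorescence after stimulation buffer; on the % scale 0 is the no-effect control and ±100 the full control effect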
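Normalized rate constant (relative to positive and negative DMSO controls) derived from a 2 min kinetic fluorescence read after stimulation; U2OS cells expressing the 3.1 isoform via virus at 1.77 x 10^8 /mL.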
Eya2 inh = inhibitors of human Eya2 phosphatase activity | recombinant Eya2, OMFP fluorescence dephosphorylation (OMFP is methylfluorescein phosphate) | 330,000 tested, 0.006% active | Potency, µM (titrated, usually from 76.9 µM), for the others: at the top dose activity, negative = inhibition, hits mostly inhibitors | AID 488837; further: potency means the concentration at half of the fitted maximal effect; on the % scale 0 is the no-effect control and ±100 the full control effect
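Eya2 protein (added as 0.2 uM solution) was preincubated with compound for 10 min at ambient temperature in 50 mM HEPES pH 7.5, 50 mM NaCl, 5 uM MgCl2, 0.05% BSA, 1 mM DTT. OMFP (added at 50 uM) then reacted 10 min; fluorescence read at 485/525 nm.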
ELG1 DNA repair = blocks ELG1-dependent DNA repair in HEK293T cells | AID 504467 | HEK293T ELG1-luciferase reporter, luminescence, 16 h; DNA damage induced by 5-fluorouridine | Potency, µM (titrated, usually from 46.1 µM), without a hit: top-dose activity change, negative = inhibition, most hits filed as inhibitors | 330,000 tested, 2.3% active; further: potency means the concentration at half of the fitted maximal effect; on the % scale 0 is the no-effect control and ±100 the full control effect; nearly all actives have a fitted effect of over 55% in size
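Overnight (16 hr) co-exposure of 2,000 cells/well to 5-fluorouridine and compound at 37 °C preceded detection. Luciferase was quantified via ONE-Glo luminescence; loss of signal denotes inhibition.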
* = called active by the depositor; ? = inconclusive; nt = not tested or not shown; [ ] = remark or other dose. Unless noted, the call rests on the fitted dose curve; in most records, active means well fitted curve in the direction sought with a large enough effect; inconclusive means small, poorly fitted or top-dose-only effect, or another doubt; inactive means no such curve, though single readings can be large; an effect the other way counts as inactive or inconclusive. Only part of the results is shown, so the mix of outcomes need not match the whole.

Sample of the layout (9 entries):
canonical_smiles,TCR activator,Mito fusion act,USP2a inh,KCNH2 WT inh,TRPV1 agonist,A-T KAP1 phos,TSHR antag,KCNH2 3.1 block,Eya2 inh,ELG1 DNA repair
CC(Nc1ccc(F)cc1F)C(=O)NC(=O)NC1CCCCC1 (stereo not drawn),2%,11%,-3%,-7,?,1%,-1,-4,-19%,7%
COCCCn1c(C(=O)NCCC2=CCCCC2)cc2c(=O)n3cccc(C)c3nc21,-9%,1%,4%,0,-3,13%,-11,7,-6%,3%
O=C(CCNS(=O)(=O)c1ccccc1)OCC(=O)c1ccc(F)cc1,1%,14%,-1%,-3,18,9%,11,-2,1%,3%
Cc1noc(C)c1CSCC(=O)Nc1cc(S(C)(=O)=O)ccc1Cl,4%,-10%,2%,12,-3,1%,8,17,7%,9%
Fc1ccc(C2=NNC(=NCc3ccccc3)SC2)cc1F,2%,0%,-8%,3,7,-1%,9,-4,-9%,?
COc1ccc(-c2cc(=O)oc3c(C)c(OCC(=O)NCCCn4ccnc4)ccc23)cc1,4%,4%,-3%,13,11,-5%,-6,-15,10%,?
Cc1cccc(C)c1-n1nnnc1-c1cnccc1C(F)(F)F,-131%,-1%,12%,3,1,2%,-16,-3,7%,19%
Cc1ccsc1C1C2=C(CC(C)(C)CC2=O)Nc2ncnn21 (stereo not drawn),-34%,2%,0%,1,nt,19%,-3,3,1%,1%
CNC(=S)N1CCN(c2nc(-c3ccc(F)cc3)cs2)CC1,9%,-1%,-7%,-1,?,5%,-13,2,-11%,-15%

Main list, from the start:
canonical_smiles,TCR activator,Mito fusion act,USP2a inh,KCNH2 WT inh,TRPV1 agonist,A-T KAP1 phos,TSHR antag,KCNH2 3.1 block,Eya2 inh,ELG1 DNA repair
CC(Nc1ccc(F)cc1F)C(=O)NC(=O)NC1CCCCC1 (stereo not drawn),2%,11%,-3%,-7,?,1%,-1,-4,-19%,7%
COCCCn1c(C(=O)NCCC2=CCCCC2)cc2c(=O)n3cccc(C)c3nc21,-9%,1%,4%,0,-3,13%,-11,7,-6%,3%
O=C(CCNS(=O)(=O)c1ccccc1)OCC(=O)c1ccc(F)cc1,1%,14%,-1%,-3,18,9%,11,-2,1%,3%
Cc1noc(C)c1CSCC(=O)Nc1cc(S(C)(=O)=O)ccc1Cl,4%,-10%,2%,12,-3,1%,8,17,7%,9%
Fc1ccc(C2=NNC(=NCc3ccccc3)SC2)cc1F,2%,0%,-8%,3,7,-1%,9,-4,-9%,?
COc1ccc(-c2cc(=O)oc3c(C)c(OCC(=O)NCCCn4ccnc4)ccc23)cc1,4%,4%,-3%,13,11,-5%,-6,-15,10%,?
Cc1cccc(C)c1-n1nnnc1-c1cnccc1C(F)(F)F,-131%,-1%,12%,3,1,2%,-16,-3,7%,19%
Cc1ccsc1C1C2=C(CC(C)(C)CC2=O)Nc2ncnn21 (stereo not drawn),-34%,2%,0%,1,nt,19%,-3,3,1%,1%
CNC(=S)N1CCN(c2nc(-c3ccc(F)cc3)cs2)CC1,9%,-1%,-7%,-1,?,5%,-13,2,-11%,-15%
Cc1ccc(C(C(=O)NC2CCCCC2)N(Cc2ccco2)C(=O)C2COc3ccccc3O2)o1 (stereo not drawn),-1%,3%,2%,-4,?,3%,25,-15,-22%,?
O=C(CN(c1cccc(Cl)c1)S(=O)(=O)c1ccc(Cl)cc1)NCc1ccccn1,-2%,-3%,0%,10,26,12%,3,-13,6%,?
COc1cccc(/C=C/C(=O)OCC(=O)Nc2cc(S(=O)(=O)N3CCOCC3)ccc2C)c1,-193%,-5%,2%,3,5,-8%,-4,3,-2%,11%
CN(C)c1nc(SCc2ccccc2)nc(N2CCOCC2)n1,5%,-2%,-3%,4,28,0%,6,2,3%,-9%
CS(=O)(=O)N1CCN(c2ccc(NC(=O)CSc3ccc(Cl)cc3)cc2)CC1,nt,-2%,3%,8,-2,-5%,0,1,-12%,-15%
CSc1nnc(N2C(=O)C(O)=C(C(=O)c3ccco3)C2c2ccccc2)s1 (stereo not drawn),12%,2%,5%,-3,9,-8%,-9,-5,13%,0%
Cc1ccc(NC(=O)CCS(=O)(=O)c2cc3[nH]c(=O)c(=O)[nH]c3cc2C)cc1,0%,-6%,4%,-5,-5,-2%,-8,-8,-6%,14%
COC(=O)CNC(=O)COC(=O)/C=C/c1ccc(F)cc1,-2%,-4%,3%,-18,6,-10%,-10,-6,-19%,7%
O=C1CCC(=O)N1OCCCOc1ccc2c(c1)CCC2,2%,-6%,0%,9,2,4%,-7,0,-9%,15%
CC(CC(=O)O)CC(=O)NNC(=O)c1cccc(Br)c1 (stereo not drawn),2%,17%,4%,-3,0,-2%,-4,-2,5%,10%
COc1ccc(C)cc1NC(=O)c1cnc2sccn2c1=O,nt,1%,1%,nt,3,-6%,-1,nt,-26%,?
CC(NC(=O)Cn1nc(C(=O)O)c2ccccc2c1=O)c1ccccc1 (stereo not drawn),-5%[46.1 µM],5%,4%,1,-6,1%,4,0,4%,-5%
O=S(=O)(/N=C(/Nc1ccccc1)c1ccccc1O)c1ccccc1,-2%,8%,1%,5,3,-2%,-1,-5,-21%,15%
CN(Cc1ccccc1)C(=O)c1[nH]cnc1C(=O)Nc1nccs1,2%,-6%,0%,1,1,2%,-21,13,17%,11%
CCOC(=O)/C(=C\c1ccccc1)C(=O)c1cc(C(C)=O)c(Nc2ccccc2)s1,-4%,10%,3%,-13,?,-9%,-27,1,16%,?
COc1ccc(CNCc2ccc(OC)c3ccccc23)cc1,12%,-10%,0%,4,1,6%,-4,-33,8%,-10%
Cc1ccc(S(=O)(=O)N2CCCC(C(=O)NCCC3=CCCCC3)C2)cc1 (stereo not drawn),-7%,0%,3%,-7,19,2%,-13,-8,-2%,-4%
COc1ccc(Cn2nnnc2C(CC(C)C)N2CCN(c3ccccc3)CC2)cc1 (stereo not drawn),-1%,?,0%,-1,9,-2%,-72*,-5,-3%,?
O=[N+]([O-])C(C1CCS(=O)(=O)C1)C1CCS(=O)(=O)C1 (stereo not drawn),4%,-4%,1%,-14,2,-3%,-1,-4,-2%,1%
Cc1ccc(OCCC(=O)OCC(=O)Nc2ccc3[nH]c(=O)[nH]c3c2)cc1,nt,1%,0%,-6,12,-4%,-7,7,-11%,21%
FC(F)(F)c1ccc2nnc(-c3c(Cl)cccc3Cl)n2c1,-9%,-1%,-1%,0,-1,15%,-34,-1,1%,3%
CS(=O)(=O)c1ccc2nc(NC(=O)CCNC(=O)c3ccccc3Cl)sc2c1,6%,-7%,-4%,-21,0,1%,22,11,-7%,-2%
Cc1ccc(CNC(=O)C2=CCN(S(=O)(=O)c3ccc(C)cc3)CC2)cc1,nt,1%,3%,nt,-2,13%,2,nt,0%,-15%
Cc1ccc2oc(-c3cccc(NC(=O)C4CCCO4)c3)nc2c1 (stereo not drawn),10%,17%,1%,-3,2,11%,-12,5,3%,?
CC(C)(C)C1CCC2(CC1)Nc1cccc3cccc(c13)N2,1%,1%,?,1,-3,6%,12,-14,4%,-3%
COc1ccc(C(CNS(=O)(=O)c2ccccc2)N2CCN(C)CC2)cc1 (stereo not drawn),-10%,0%,-1%,22,-1,4%,4,-1,-11%,11%
COC(=O)Cc1[nH]n(-c2nc3ccccc3s2)c(=O)c1C(C)=Nc1ccc(OC)cc1,-5%,-3%,-4%,4,-15,1%,-20,3,-9%,?
CCOC(=O)C1CCCN(S(=O)(=O)Cc2ccc(Cl)cc2)C1 (stereo not drawn),-5%,1%,2%,-2,1,-5%,-1,12,-7%,3%
Cc1ccc(N=C2NC(=O)C(CC(=O)O)S2)cc1 (stereo not drawn),23%,-1%,4%,-22,-1,4%,15,2,9%,16%
CCN1CCN(CC(=O)Nc2nc3ccc(OC)cc3s2)CC1,0%,3%,2%,-4,0,0%,10,-5,-5%,?
COCCCNC(=O)/C(=C\c1cccn1C)NC(=O)c1cccs1,10%[46.1 µM],-2%,7%,0,-1,-3%,4,2,9%,12%
CCOCCCNC(=O)c1ccc(OC(C)=O)cc1,0%,0%,-1%,0,0,-2%,-8,-36,9%,4%
